Peg3 promoter = reduces Peg3 promoter-driven luciferase expression in HeLa; inhibition, % at 20 µM; actives 1.7% (n = 360,000); HeLa PEG-Prom luciferase reporter, luminescence, overnight; AID 588405;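 active means inhibition of at least 50% at 20 µM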
KKLEB tox = reduces viability of KKLEB cystic fibrosis airway cells. KKLEB CF airway cells viability, ATPlite luminescence, overnight; hits give low values; cells stimulated with P. aeruginosa culture filtrate. activity change (cytotoxicity), % at 5 µM. actives 0.36% (n = 360,000). AID 602141;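 active means corrected activity change at or below -50% at 5 µM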
Shn3 inh set2 = Schnurri-3 reporter inhibition in Clone20 osteoblasts | actives 0.52% (n = 360,000) | Clone20 osteoblast Shn3 3'UTR firefly luciferase, 24 h | inhibition, % at 12.5 µM;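 active means mean inhibition of at least 75% with every replicate also reaching 75%; inconclusive means mean inhibition at least 75% but some replicate below; inactive means mean inhibition below 75%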;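 further: 0% = median of neutral control wells and 100% = pilot-screen positive control compound; some compounds past the cut are filed as inactive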
TRPM1 prom inh = MITF TRPM1 promoter inhibition in SK-MEL-5 cells. SK-MEL-5 TRPM1 promoter luciferase, 24 h. inhibition, % at 12.5 µM. actives 0.83% (n = 330,000). AID 488899;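 active means mean inhibition across replicates of 60% or more, whatever share of single replicates reaches that level; inconclusive means some that reach 60%, reason not given; inactive means mean inhibition across replicates below 60%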; further: values of inactives mirror those of a sister screen read the other way
NR2E3 ag-1 = NR2E3 (human) agonism. GST-NR2E3/biotin-RetCOR TR-FRET, 1536-well. AID 2300. inhibition of corepressor binding, % at 4.78 µM. actives 0.12% (n = 320,000);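 active means percent inhibition above the cutoff of mean plus 3 SD of all tested compounds, set per screening campaign, cut at about 20% in these data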;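 further: 0% = DMSO wells and 100% = biotin wells as full block of FRET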
Target sequence (Q9Y5X4 whole entry, looked up): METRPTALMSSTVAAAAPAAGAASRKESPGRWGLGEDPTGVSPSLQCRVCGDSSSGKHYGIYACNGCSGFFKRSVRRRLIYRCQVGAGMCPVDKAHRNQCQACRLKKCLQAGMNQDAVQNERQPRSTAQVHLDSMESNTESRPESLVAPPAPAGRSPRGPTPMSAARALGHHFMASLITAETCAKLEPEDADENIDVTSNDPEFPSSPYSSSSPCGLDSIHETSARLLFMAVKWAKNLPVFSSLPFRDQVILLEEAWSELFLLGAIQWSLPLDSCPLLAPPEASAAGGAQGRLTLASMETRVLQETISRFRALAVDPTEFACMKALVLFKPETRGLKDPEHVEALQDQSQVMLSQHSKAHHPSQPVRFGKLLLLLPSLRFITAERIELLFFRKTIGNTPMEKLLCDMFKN
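Material: NR2E3–RetCOR corepressor complex / Amount: 1.35 nM GST-NR2E3 / Medium: Tris pH 7.5 / Compound: single nominal compound dose of 4.8 µM / Incubation: 5 h at 4 °C / Technique: TR-FRET, Eu(K)-anti-GST donor, streptavidin-D2 acceptor, ex 340, em 617/671 nm / Read-out basis: percent loss of FRET ratio relative to control wells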
NR2E3 ag-2 = human photoreceptor-specific nuclear receptor agonism; Q9Y5X4; CHO-S Gal4-NCOR/VP16-NR2E3 two-hybrid, luciferase; inhibition of corepressor binding, % at 3.98 µM; actives 0.35% (n = 360,000); AID 602229;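 active means inhibition above the mean of all tested compounds plus 3 SD, cut at about 70% in these data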;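 further: 0% = DMSO with NR2E3 transfected cells and 100% = cells lacking NR2E3 construct; higher means lower luciferase signal from less NR2E3 corepressor binding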
TRAIL sens C8 = sensitizes caspase-8 expressing cells to TRAIL | NB7+C8 cells + TRAIL, ATPlite viability luminescence | inhibition (viability loss, TRAIL sensitization), % at 10 µM | actives 1% (n = 360,000) | AID 624354;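 active means compounds causing at least 50% loss of cell viability in the single-dose screen, relative to plate controls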
LMP1 NFkB inh = inhibitors of Epstein-Barr LMP1-induced NF-kappaB reporter. AID 504558. LMP1-induced NF-kappaB luciferase reporter cells, luminescence. actives 0.69% (n = 350,000). inhibition, % at 12.5 µM; in the data active means inhibition above about 41%; inconclusive means no clear call, values can overlap the other calls;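 further: 0% = neutral control wells and 100% = reference inhibitor control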
HIF-2a inh = blocks HIF-2a reporter activity | inhibition, % at 18.8 µM | 786-0 RCC cells HIF-2a reporter, luciferase luminescence, overnight | actives 0.72% (n = 360,000) | AID 624352;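 active means inhibition of the luminescence signal of 40% or more relative to plate controls, in a single-dose primary screen at 18.75 µM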
hiPSC survival = increases survival of single human iPS cells; actives 0.044% (n = 360,000); AID 602274; hiPSC single-cell survival, ATPlite luminescence; 100% = ROCK inhibitor wells, 0% = DMSO; survival enhancement, % at 20 µM; in the data active means survival enhancement above about 18%;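 further: cells exposed to compounds for 16 hours before the ATP read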
CF NFkB inh = inhibitors of cystic fibrosis induced NF-kB; KKLEB NF-kB-GFP reporter, PAF-induced, GFP fluorescence overnight; inhibition, % at 5 µM; actives 0.86% (n = 360,000); AID 588850;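 active means at least 50% inhibition at 5 µM, scaled per plate between neutral and stimulator controls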;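 further: PAF is a Pseudomonas aeruginosa culture filtrate used as stimulus; plate controls were PAF-stimulated DMSO wells for no effect and unstimulated DMSO wells for full effect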
The depositor's hits bear a star; ? = inconclusive; . = no result given.

SMILES	Peg3 promoter	KKLEB tox	Shn3 inh set2	TRPM1 prom inh	NR2E3 ag-1	NR2E3 ag-2	TRAIL sens C8	LMP1 NFkB inh	HIF-2a inh	hiPSC survival	CF NFkB inh
CC(=O)N/C(=C/c1ccc2c(c1)OCO2)C(=O)N1CCOCC1	2	-3	3	6	2	-11	14	-1	12	0.7	2
O=C(O)c1cc(S(=O)(=O)N2CCCCCC2)ccc1Cl	12	-12	9	-12	-2	-1	-9	-5	-11	-0.7	-3
O=S(=O)(NNC(=S)NCC1CCCO1)c1cc(Cl)ccc1Cl (configuration not stated)	-1	0	-8	-13	2	-5	-8	-15	6	-0.2	12
Cc1ccc(C2=CC(c3cccs3)n3nnnc3N2)cc1 (configuration not stated)	-143	-24	-49	-3	-6	-28	4	-28	-110	-2.3	4
CCOC(=O)C1=C(N)N(c2ccc(C)cc2)C2=C(C(=O)CCC2)C1c1cccs1 (configuration not stated)	22	-5	18	8	-3	-11	-4	8	22	-2.5	6
CC[C@@H]1CN(C)[C@H]2Cc3c([nH]c4ccccc34)C(=O)C[C@@H]1[C@@H]2C(=O)OC	0	-3	3	.	1	1	-7	0	25	-0.7	11
Oc1cc2c(cc1O)CN(C(=S)NCCc1ccc(Cl)cc1)CCC2	15	12	5	18	2	19	14	-14	25	-4.2	33
C[C@H](NC(=O)OC(C)(C)C)C(=O)NCC1CCC(C(=O)N[C@@H](Cc2ccccc2)C(=O)O)CC1 (some centres not stated)	5	-6	10	-6	2	-15	-17	-4	10	0.3	8
O=C(NNc1ccc([N+](=O)[O-])cc1)c1ccccc1F	-13	-9	-15	12	.	-21	2	-9	-28	-0.8	-3
Cc1ccc(CNC(=O)C(Cc2ccccc2)NS(=O)(=O)c2ccc3c(c2)CCC(=O)N3)cc1 (configuration not stated)	1	-2	7	10	-2	-7	-1	-3	5	1.5	-6
Cc1ccc(NC2CCCN(C(=O)c3c(C)noc3C)C2)cc1C (configuration not stated)	5	12	-6	1	3	-18	-13	-2	10	-0.3	1
COc1cccc(-c2nc(CS(=O)(=O)CC(=O)N3CCc4ccccc4C3)c(C)o2)c1	19	-2	-12	.	-2	12	-4	-19	3	-2.1	0
CCOC(=O)c1c(C)[nH]c2c1-c1ccccc1C(=O)C2=O	108*	-92*	95*	106*	.	-8	94*	93*	96*	-5.0	87*
Cc1ccc(N2C(=O)CC(Sc3nc(-c4ccccc4)c4cc(Cl)ccc4n3)C2=O)c(C)c1 (configuration not stated)	9	-16	-21	12	2	15	11	4	12	0.3	13
Cc1ccccc1CN(c1ccc(C(=O)Nc2ccccc2C(=O)NCc2ccco2)cc1)S(C)(=O)=O	32	5	25	2	-1	-7	2	-9	9	0.3	-9
CCCc1cc(=O)oc2c(C)c(OCC(=O)NC3CC(C)(C)NC(C)(C)C3)ccc12	6	-2	6	-29	1	-26	-2	-15	9	1.2	6
CN(C)CC/C=C1\c2ccccc2Sc2ccc(Cl)cc21	20	32	-24	0	2	13	-7	-6	-11	-2.0	6
O=c1c2ccccc2sc2ccccc12	-233	-7	-20	-38	.	-29	8	-7	-216	4.2	-4
O=C(Nc1ccc(Cl)cc1)OCCN1CCOCC1	-78	0	-27	-8	.	-30	2	0	-166	-1.4	12
Cc1noc(C)c1COc1cccc(C(=O)N(C)Cc2nc3ccccc3c(=O)[nH]2)c1	10	-11	5	3	-2	-26	3	5	-2	0.3	-4
O=C1CC2(CON=C2c2ccc(F)cc2)C(=O)N1c1ccc(F)cc1 (configuration not stated)	8	4	18	11	1	0	-21	6	11	6.3	3
COc1ccc(-c2noc(CSc3nc4ccccc4c(=O)n3-c3ccccc3)n2)cc1	15	-6	68	-4	2	4	2	4	25	0.9	-10
COc1ccc(-n2nc3cc(C)c(N)c(Br)c3n2)cc1	-312	-15	-1	-45	0	-171	34	-67	-207	-3.5	-20
COc1ccc(CCNC(=O)CC2SC(=Nc3cc(C)cc(C)c3)NC2=O)cc1OC (configuration not stated)	15	-1	7	-1	3	-33	-8	7	6	0.5	1
Cc1ccc(C(=O)N2CCCCC2C(=O)O)o1 (configuration not stated)	4	1	-21	1	6	-8	3	2	10	-0.6	-14
Nc1ccn(CC(=O)N2CCN(c3ccccn3)CC2)c(=O)n1	-3	-17	-4	-2	1	12	-5	0	-5	-1.6	25
COc1ccc(CN2CCCC(C(=O)Nc3cccc(-n4cccn4)c3)C2)c(F)c1 (configuration not stated)	34	-14	16	16	5	4	7	-4	24	-0.5	25
O=C(O)C1=C(C(=O)Nc2cccc(C(F)(F)F)c2)CCCC1	-1	-11	6	-21	-4	3	-5	-6	6	0.8	-2
Cc1ccc(NC2=C(NC(=O)c3ccccc3)C(=O)c3ccccc3C2=O)cc1Cl	15	4	23	67*	-1	-4	13	-8	-24	-1.1	5
O=C(NCc1cccnc1)c1ccc(NC(=O)c2ccc(Br)cc2)cc1	0	16	63	-2	2	41	12	-11	6	0.6	14

Three entries from above, with two lines to a compound:
Order of results: Peg3 promoter | KKLEB tox | Shn3 inh set2 | TRPM1 prom inh | NR2E3 ag-1 | NR2E3 ag-2 | TRAIL sens C8 | LMP1 NFkB inh | HIF-2a inh | hiPSC survival | CF NFkB inh
Cc1ccc(C2=CC(c3cccs3)n3nnnc3N2)cc1 (configuration not stated)
→ -143 | -24 | -49 | -3 | -6 | -28 | 4 | -28 | -110 | -2.3 | 4
Nc1ccn(CC(=O)N2CCN(c3ccccn3)CC2)c(=O)n1
→ -3 | -17 | -4 | -2 | 1 | 12 | -5 | 0 | -5 | -1.6 | 25
Cc1ccccc1CN(c1ccc(C(=O)Nc2ccccc2C(=O)NCc2ccco2)cc1)S(C)(=O)=O
→ 32 | 5 | 25 | 2 | -1 | -7 | 2 | -9 | 9 | 0.3 | -9

The list goes on:
SMILES	Peg3 promoter	KKLEB tox	Shn3 inh set2	TRPM1 prom inh	NR2E3 ag-1	NR2E3 ag-2	TRAIL sens C8	LMP1 NFkB inh	HIF-2a inh	hiPSC survival	CF NFkB inh
O=C(Nc1ccc2snnc2c1)N1CCSCC1	-21	-4	-8	2	3	2	-12	6	-13	2.4	-12
COc1ccccc1N=c1oc2cc(O)ccc2cc1C(N)=O	-82	-18	-17	1	0	-129	12	-2	-154	-2.2	10
CN(C)C(=O)c1ccc(NC(=O)c2cc(-n3cnnc3)ccc2Cl)cc1	-11	-18	6	-2	1	-19	20	-5	10	-0.3	8
Cc1ccc(OCCC(=O)OCC(=O)Nc2cc(S(=O)(=O)N(C)C)ccc2C)cc1	11	-6	-40	1	-1	-18	-3	-7	4	-1.2	6
CCCCn1c(N)c(N(CCOC)C(=O)CCc2ccc(OC)cc2)c(=O)[nH]c1=O	-1	-6	-17	3	0	3	-3	6	11	-0.1	18
COCCN(C(=S)Nc1cccc(C)c1)C(C)c1cccs1 (configuration not stated)	11	1	4	16	-3	-11	-7	5	25	-2.5	-12
Cc1cc(C(=O)N/N=C/c2cccn2C)no1	-4	11	-8	-4	-7	0	35	0	-36	1.7	-37
CCN(CC)S(=O)(=O)c1ccc(NC(=O)c2cc(-c3ccccc3)nc3ccccc23)cc1	21	-15	33	4	3	2	7	1	4	0.5	-15
Cc1cc(Br)ccc1NC(=O)CNC(=O)CSc1ncccn1	0	14	-4	6	5	-5	11	-6	11	-0.8	4
NC(=O)CC1(CC(=O)O)CCCCC1	7	12	-18	1	-2	-14	-9	1	8	3.3	-10
COCCCNC(=O)Cn1c(=O)n(Cc2ccccc2Cl)c(=O)c2cc(OC)c(OC)cc21	7	0	1	12	-1	-17	-1	1	4	-0.5	-8
CCCN(CC(=O)Nc1ccccc1OC)C(=O)CCC(=O)c1ccc(Cl)s1	9	2	14	2	2	-16	-5	-15	13	0.3	-28
Cn1c2c(c(=O)n(C)c1=O)C(NC(=O)c1ccco1)(C(F)(F)F)C(=O)N2 (configuration not stated)	4	-30	-2	5	2	18	1	-2	17	-1.2	-2
O=C(O)c1ccccc1OCc1nc2ccccc2s1	-241	0	-69	-11	5	-110	-4	-1	-221	-0.5	-12
CC(C)C(NS(=O)(=O)c1cccs1)C(=O)N(C)Cc1ccccc1 (configuration not stated)	23	-1	-1	-5	-3	1	-5	-1	17	-2.3	6
Cc1ccccc1-n1c(C)nc2ccccc21	18	-1	8	8	1	-1	1	-1	6	-1.8	11
O=C(CCC1CCCCC1)NCc1ccccn1	-1	0	2	11	-1	-9	-4	-2	-8	6.3	11
CCOC(=O)C1CCCN(c2nc(C)nc3c2oc2ccccc23)C1 (configuration not stated)	31	3	42	11	0	-34	18	5	-4	5.7	2
O=C1CCCC2=C1C(c1ccsc1)CC(=O)N2c1nnc(SCc2ccccc2)s1 (configuration not stated)	3	5	4	3	.	-9	15	0	10	0.3	12
COc1ccc(C2=Nn3c(nnc3-c3ccccn3)SC2)cc1OC	15	-11	-17	-13	0	1	-4	8	15	-3.1	14
CN1CCN(S(=O)(=O)c2ccc(C3CCCCC3)cc2)CC1	10	-2	-34	10	.	-6	-12	1	-5	-0.5	21
COc1cccc(NC(=O)C2CC(=O)n3cnnc3S2)c1 (configuration not stated)	1	-11	8	2	1	-23	4	10	16	1.2	13
CCc1ccccc1NC(=O)C1CCCN1C(=O)Nc1ccc(C)cc1 (configuration not stated)	-2	-2	9	5	2	-36	-2	-1	4	-0.1	3
COc1cc(CN2CCC(C(=O)NC3CCCC3)CC2)cc(OC)c1O	14	14	9	-3	-4	15	-15	1	26	0.8	3
O=C(c1cccc(Cl)c1)N1CCN(C2CCCCC2)CC1	9	1	-2	0	3	15	-14	-11	9	-0.2	-8
N#Cc1c(F)cccc1NCCCn1ccnc1	15	-2	10	14	-2	3	17	-8	13	0.5	-9
O=C(NCc1ccco1)c1cnn2cccnc12	-5	8	-27	8	-2	-20	-14	6	5	0.6	7
CC(C)CNS(=O)(=O)c1ccc(CCC(=O)Nc2cc(Cl)ccc2Oc2ccccc2)cc1	21	-8	.	13	1	23	15	-6	15	-3.3	6
COC(=O)[C@]1(Cc2ccccc2)N[C@H](c2ccc(-c3ccc(Cl)c(Cl)c3)cc2)[C@@H]2C(=O)N(C)C(=O)[C@@H]21	22	3	31	22	-2	-9	24	?	9	2.4	18
Cc1cccc(C(=O)N[C@H](C(=O)Nc2nc3ccccc3[nH]2)C(C)C)c1	17	-30	28	45	3	15	-56	1	28	-0.6	66*
O=S(=O)(c1ccccc1)c1cnc(-c2ccccc2)nc1N1CCCCC1	25	-4	-7	3	-2	-31	-5	-14	13	0.1	7
COc1ccc(C(CNC(=O)c2cccc(S(=O)(=O)N3CCc4ccccc43)c2)N(C)C)cc1 (configuration not stated)	-11	-8	63	-20	.	-26	4	4	-35	-2.9	-4
CSc1ncccc1C(=O)OCC(=O)c1ccc2c(c1)NC(=O)CO2	12	0	-2	2	2	2	5	-6	18	-0.6	-14

Compound activity (PubChem)

These rows are one share of the data; the hit share may differ from the screen's.
